# DNMT1 inh – blocks human DNA methyltransferase DNMT1. P26358. AID 588458. inhibition (reported as % activation of signal), % at 10 µM. actives 0.83% (n = 360,000). DNMT1 molecular beacon, Hinp1I cleavage, fluorescence; in the data active = inhibition above about 50%
# NRP1-CendR mod – alters CendR peptide binding to human NRP-1 | O14786 | FAM-RPARPAR peptide binding to NRP-1, fluorescence polarization | inhibition, % at 25 µM | actives 0.85% (n = 360,000) | AID 602438;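 active = inhibition or corrected inhibition above about 18%, plus a signal ratio from 0.5 to 1.5, limit read from the data, passing the limit was not always enough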; also: strong numbers were not always called active
# LMPTP block – blocks human LMPTP phosphatase; AID 651560; inhibition, % at 20 µM; actives 0.22% (n = 360,000); P24666; recombinant LMPTP-A, OMFP fluorogenic substrate, fluorescence intensity;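 active = compounds that cut the enzyme signal by at least half of the control window in the single-dose screen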;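 also: plate controls were DMSO wells with enzyme plus substrate for no effect and substrate without enzyme for full effect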
# Target sequence (P24666 whole entry, looked up): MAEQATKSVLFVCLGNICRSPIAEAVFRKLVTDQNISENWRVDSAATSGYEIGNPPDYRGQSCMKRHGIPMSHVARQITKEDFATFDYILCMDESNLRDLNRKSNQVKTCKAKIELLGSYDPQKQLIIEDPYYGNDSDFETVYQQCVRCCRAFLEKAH
#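 Assay system: LMPTP-A phosphatase enzyme | Input: 0.625 nM enzyme | Also added: Fluorogenic phosphatase substrate OMFP at 400 µM final | Compound dosing: One test concentration per compound, 20 µM, with 3% DMSO overall | Schedule: 50 min enzyme reaction at room temperature, protected from light | Signal: Fluorescence intensity | Benchmarks: no-enzyme and uninhibited controls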
# TbMetRS inhib – blocks T. brucei methionyl-tRNA synthetase activity; inhibition, % at 11.9 µM; purified T. brucei MetRS, ATP depletion, Kinase-Glo luminescence; actives 0.4% (n = 360,000); AID 624268;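 active = inhibition above a per-plate cutoff of the control wells' mean inhibition plus 3 SD, cut at about 5.5% in these data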;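 also: 0% = DMSO wells median and 100% = median of wells with control inhibitor compound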
#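 Material – parasite MetRS enzyme · Medium – HEPES-MgCl2-KCl buffer plus DTT, spermine, BSA, pyrophosphatase · Reagent – ATP, methionine and E. coli bulk tRNA substrates · Times – 15 min enzyme-compound preincubation, 2 h reaction, 10 min detection, 25 °C · Measured by – luminescence of leftover ATP · Evaluation – percent inhibition relative to median high and low control wells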
# Scp1 inh – inhibitors of human Scp-1 phosphatase | Q9GZU7 | inhibition, % at 20 µM | actives 0.88% (n = 340,000) | AID 493091 | Recombinant Scp1, phosphopeptide, malachite green phosphate absorbance;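 active = inhibition above about 50% at 20 µM, limit read from the data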;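 also: plate controls were DMSO wells with enzyme for no effect and wells lacking enzyme for full effect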
# Target sequence (Q9GZU7 76-261 limits assumed): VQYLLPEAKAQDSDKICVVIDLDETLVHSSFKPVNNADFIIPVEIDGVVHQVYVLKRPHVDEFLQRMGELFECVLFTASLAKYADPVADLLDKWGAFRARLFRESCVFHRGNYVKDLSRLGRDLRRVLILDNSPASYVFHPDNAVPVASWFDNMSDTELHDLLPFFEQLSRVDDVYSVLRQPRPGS
#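 Incubation: 45 min enzyme reaction at room temperature / System: truncated SCP-1 phosphatase (76-261aa) / Reagent: Phospho 17-mer peptide substrate / Buffer or medium: Acidic Tris acetate buffer with magnesium and detergent / Signal: absorbance at 630 nm / Doses: one concentration, 20 µM, with 1.0% DMSO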
# MsrA inh – bovine MsrA inhibition; purified bovine MsrA, absorbance read-out; inhibition, % at 15.5 µM; actives 0.75% (n = 360,000); AID 651718; in the data active = inhibition above about 4.5%;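 also: 0% = vehicle wells with enzyme and 100% = reference inhibitor wells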
# eLon inh – inhibitors of E. coli Lon protease; P0A9M0; purified E. coli Lon protease, fluorescence polarization; inhibition, % at 7.94 µM; actives 0.42% (n = 360,000); AID 602123; in the data active = inhibition above about 13%, passing the limit was not always enough;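 also: 0% = enzyme with probe and DMSO and 100% = no enzyme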
# MsrA act – activates bovine MsrA enzyme | actives 0.3% (n = 360,000) | AID 602163 | purified bovine MsrA, absorbance read-out | activation, % at 10.6 µM; in the data active = activation above about 7.5%;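 also: 0% = vehicle and 100% = reference activator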
# STEP inh – inhibitors of human striatal-enriched phosphatase STEP; inhibition, % at 20 µM; actives 0.25% (n = 360,000); AID 588621; recombinant STEP, OMFP fluorogenic substrate, fluorescence; P54829;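 active = inhibition at 20 µM, scaled per plate between control wells, above about 37%, limit read from the data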;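 also: 0% = DMSO with enzyme and substrate and 100% = substrate only without enzyme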
# Target sequence (P54829 whole entry, looked up): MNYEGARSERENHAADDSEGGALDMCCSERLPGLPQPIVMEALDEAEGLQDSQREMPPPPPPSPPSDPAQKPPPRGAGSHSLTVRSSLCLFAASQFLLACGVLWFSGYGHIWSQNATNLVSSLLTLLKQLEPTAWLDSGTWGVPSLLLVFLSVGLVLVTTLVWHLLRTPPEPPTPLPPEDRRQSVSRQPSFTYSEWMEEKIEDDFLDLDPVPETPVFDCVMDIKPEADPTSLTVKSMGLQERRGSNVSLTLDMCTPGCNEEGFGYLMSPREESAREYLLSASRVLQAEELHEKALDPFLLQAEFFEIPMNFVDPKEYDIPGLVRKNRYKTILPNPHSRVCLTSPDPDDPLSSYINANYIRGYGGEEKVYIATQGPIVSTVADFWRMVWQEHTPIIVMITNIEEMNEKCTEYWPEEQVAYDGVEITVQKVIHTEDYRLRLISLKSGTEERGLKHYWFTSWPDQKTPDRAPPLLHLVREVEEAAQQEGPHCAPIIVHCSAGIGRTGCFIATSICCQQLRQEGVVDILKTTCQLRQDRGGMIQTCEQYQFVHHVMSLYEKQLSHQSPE
#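 Assay system: isolated STEP enzyme / Timing: 20 min at room temperature, dark / Doses: 20 µM, 1% DMSO / Technique: fluorescence intensity, excitation 480 nm, emission 540 nm / Reagent: fluorogenic phosphatase substrate OMFP at 25 µM final / Measure: percent inhibition scaled to no-enzyme and uninhibited-enzyme controls, plate-pattern corrected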
# SUMO1 PPI mod – alters human SUMO1 binding to SIM partners. P63165. SUMO1 binding to a labelled peptide, TR-FRET, 1 h. inhibition, % at 20 µM. actives 0.33% (n = 360,000). AID 602429; in the data active = inhibition above about 37%
# Target sequence (P63165 whole entry, looked up): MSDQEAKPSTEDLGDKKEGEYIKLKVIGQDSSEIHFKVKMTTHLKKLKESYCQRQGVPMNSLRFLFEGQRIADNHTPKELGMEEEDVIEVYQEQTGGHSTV
# Starred values were filed as active, the others as inactive; x = not tested or not shown. Compounds as they come; any-hit rate near 4.3%.
# Results follow in this order: DNMT1 inh, NRP1-CendR mod, LMPTP block, TbMetRS inhib, Scp1 inh, MsrA inh, eLon inh, MsrA act, STEP inh, SUMO1 PPI mod
> CCOC(=O)[C@]12CCC=C1N(Cc1cccc3ccccc13)C(=O)[C@H](CC(=O)N1CCOCC1)C2
  x, 2, 0.7, 0.0, x, -0.6, 10, -1, x, 5
> CCOc1ccccc1C1C(C(N)=O)=C(C)Nc2nc(-c3ccccc3Cl)nn21 (centres undefined)
  1, -15, 0.1, -1.0, -2, -0.3, -7, -9, -1, -4
> COc1ccc([N+](=O)[O-])cc1NC(=O)Cc1noc2ccccc12
  -3, 17, -1.1, -0.1, 4, -0.6, -1, -3, 1, -14
> O=C(Cn1nnc(-c2ccc(CN3CCOCC3)cc2)n1)N(c1ccccc1)c1ccccc1
  7, -5, 0.9, -1.2, 11, 3.3, -7, -6, 0, 2
> COc1ccc(C(=O)Nc2ccc(-c3ccc(NC(=O)c4ccc(OC)cc4)c(OC)c3)cc2OC)cc1
  -7, -1, -1.1, -0.1, -5, -0.4, -5, -10, -2, 2
> Cc1ccnc(NC(=O)Nc2ccc(F)cc2)c1
  -2, 4, 0.4, 1.1, -2, 0.4, -3, 1, 2, 4
> O=C1NCCCCC1NC1CC(=O)N(c2ccccc2)C1=O (centres undefined)
  0, 0, -1.4, -1.4, 3, -0.6, -6, -5, 5, -1
> CC1=NN(c2ccccc2)C(=O)/C1=C/C=C/c1ccccc1
  14, -33, 1.8, 0.4, -12, 0.4, -3, -3, 2, 31
> COc1ccc(C2=C(C)C(N3CCN(C(=O)c4ccco4)CC3)=NS2(=O)=O)cc1
  9, -18, 0.0, 0.3, 7, 1.9, -6, -1, 1, -4
> CN=C1CC(C)(C)CC(=O)/C1=C(/O)CCC(=O)NC
  -2, 5, 0.7, 0.0, 41, -0.3, 5, -3, -2, 0
> CC(=O)Nc1cccc(-c2ccnc3c2CC(C(=O)NCc2ccco2)O3)c1 (centres undefined)
  0, -9, -0.9, -0.1, x, -0.5, 0, -1, -4, 4
> CCN1C(=O)C2C(C1=O)N1C(c3ccccc3)C3C(=O)N(CC)C(=O)C3N1C2c1ccccc1 (centres undefined)
  4, -7, 0.6, -1.5, 3, -1.4, -2, -10, -8, -3
> CN(C(=O)c1ccc(NC(=O)Cc2ccc(NC(=O)C3CCCN(C(=O)C4CCCC4)C3)cc2)cc1)C1CC1 (centres undefined)
  -2, -20, -0.6, 0.0, -6, 0.3, -11, -1, -1, -4
> O=C(Nc1ccc(N2CCN(Cc3ccccc3)CC2)cc1)c1cccnc1
  0, 10, -0.5, -0.1, 1, -0.1, -10, 3, -3, -2
> Cc1ccc(-c2nnc(NC(=O)c3c(F)cccc3Cl)s2)cc1
  4, 5, -0.6, -1.4, 4, -1.1, -4, -9, 0, -4
> CCN1C(=O)[C@H]2[C@H]3CN=C(SCc4ccc(C)cc4)N3[C@@](Cc3ccccc3)(C(=O)OC)[C@H]2C1=O
  -1, 5, 0.3, -1.0, 9, -0.8, -2, -4, -1, 3
> COC(=O)[C@]1(C)N[C@H](CN(C)C(=O)C2CCCCC2)[C@@H]2C(=O)N(C)C(=O)[C@@H]21
  6, -8, 0.1, 0.2, 7, -0.9, -7, -9, -3, 7
> O=C(O)CNC(=O)c1ccc(NC(=O)/C(=C/c2ccccc2)NC(=O)c2ccccc2)cc1
  1, -5, 0.4, -1.6, 6, 0.6, 2, -7, -1, 1
> O=C(NCC1CCC(C(=O)O)CC1)c1cccnc1 (centres undefined)
  3, 6, -2.8, -1.5, 5, 1.0, 0, -10, -3, -1
> COc1cc(/C=N/NC(=O)c2cccnc2)ccc1OC(=O)c1ccc2c(c1)OCO2
  -3, -13, -1.1, -0.2, 1, 0.6, -11, -2, 1, 0
> CCOC(=O)c1cccc(S(=O)(=O)N(CCO)Cc2cc3cc(OC)c(OC)cc3[nH]c2=O)c1
  3, -9, -1.3, 0.3, -8, 5.1*, -10, -6, -3, 3
> O=C(NNC(=O)c1ccccc1Br)c1cccc(Cl)c1
  10, -2, -0.3, -0.8, 3, 1.4, 0, -8, -3, 6
> CCOC(=O)/C=c1\s/c(=C(\C#N)C(=O)OCC)n(-c2ccccc2)c1=O
  -2, -10, -0.5, 0.1, -9, -0.9, -3, -2, 0, 0
> CCOC(=O)c1c(C)[nH]c(C(=O)N(C)CC(=O)Nc2ccc(OC)cc2)c1C
  0, 14, -0.5, -0.5, -5, 0.8, 12, -1, 1, -4
> CCc1ccc2oc(-c3cccc(N)c3)nc2c1
  -12, -6, 0.0, -0.8, 0, 0.2, 8, -1, -3, -5
> COc1ccc(CNC(=O)C(=O)NC2CC(C)(C)NC(C)(C)C2)cc1
  -6, 2, 0.2, 0.0, -8, -0.8, -2, 1, -3, 1
> CCc1ccc(OCC(=O)Oc2ccc([N+](=O)[O-])cc2)cc1
  1, 1, 0.1, -1.2, 4, 0.2, 7, -10, -2, 0
> COc1cc(/C=C(\NC(=O)c2ccccc2)C(=O)Nc2cccc(O)c2)c([N+](=O)[O-])cc1OC
  -3, 1, 0.0, 0.3, -3, 2.7, 0, 3, 0, -13
> CN1CCN(c2nc(C(N)=O)cc(-c3ccccc3)n2)CC1
  13, -2, -0.9, 0.0, -5, 1.0, -4, -1, 2, 0
> Cc1cccc(-n2c(=O)c3c(C)c(C)sc3n(CC(N)=O)c2=O)c1
  1, -12, -0.6, 0.4, -27, -0.3, -5, -3, 2, 2

# In the list so far, 8 contain an aryl methoxy group.
# Results follow in this order: DNMT1 inh, NRP1-CendR mod, LMPTP block, TbMetRS inhib, Scp1 inh, MsrA inh, eLon inh, MsrA act, STEP inh, SUMO1 PPI mod
> COc1ccc([N+](=O)[O-])cc1NC(=O)Cc1noc2ccccc12
  -3, 17, -1.1, -0.1, 4, -0.6, -1, -3, 1, -14
> COc1ccc(C(=O)Nc2ccc(-c3ccc(NC(=O)c4ccc(OC)cc4)c(OC)c3)cc2OC)cc1
  -7, -1, -1.1, -0.1, -5, -0.4, -5, -10, -2, 2
> COc1ccc(C2=C(C)C(N3CCN(C(=O)c4ccco4)CC3)=NS2(=O)=O)cc1
  9, -18, 0.0, 0.3, 7, 1.9, -6, -1, 1, -4
> COc1cc(/C=N/NC(=O)c2cccnc2)ccc1OC(=O)c1ccc2c(c1)OCO2
  -3, -13, -1.1, -0.2, 1, 0.6, -11, -2, 1, 0
> CCOC(=O)c1cccc(S(=O)(=O)N(CCO)Cc2cc3cc(OC)c(OC)cc3[nH]c2=O)c1
  3, -9, -1.3, 0.3, -8, 5.1*, -10, -6, -3, 3
> CCOC(=O)c1c(C)[nH]c(C(=O)N(C)CC(=O)Nc2ccc(OC)cc2)c1C
  0, 14, -0.5, -0.5, -5, 0.8, 12, -1, 1, -4
> COc1ccc(CNC(=O)C(=O)NC2CC(C)(C)NC(C)(C)C2)cc1
  -6, 2, 0.2, 0.0, -8, -0.8, -2, 1, -3, 1
> COc1cc(/C=C(\NC(=O)c2ccccc2)C(=O)Nc2cccc(O)c2)c([N+](=O)[O-])cc1OC
  -3, 1, 0.0, 0.3, -3, 2.7, 0, 3, 0, -13

# (more compounds)
# Results follow in this order: DNMT1 inh, NRP1-CendR mod, LMPTP block, TbMetRS inhib, Scp1 inh, MsrA inh, eLon inh, MsrA act, STEP inh, SUMO1 PPI mod
> CCOC(=O)C1=NOC(COc2ccccc2C=O)C1 (centres undefined)
  -1, -2, -0.3, 0.9, -9, 2.8, 2, -1, 6, 2
> COc1ccc(C(=O)NCCS(=O)(=O)N(C)C2CCCCC2)cc1
  -2, 0, -0.9, 0.5, -3, -0.2, -9, -1, 2, 2
> Cc1ccc(C)c2c(N)c3c(nc12)CCCCC3 (tested in a mixture with another compound)
  1, -9, 1.7, -0.6, 6, 2.7, 1, -9, -3, -2
> CCCN(CCC)c1ccc(/C=C/c2ccc3cc(OCC)ccc3n2)cc1
  5, -181, 11, -0.8, -7, -0.4, -52, -2, 1, -2
> COCCN1C(=O)COc2ccccc2C1C(=O)NC1CCCC1 (centres undefined)
  x, -12, 0.2, 0.2, x, -0.5, 4, 1, x, 0
> Cc1sc(N/N=C/c2ccco2)nc1-c1ccccc1
  -11, 3, 2.9, 0.2, -5, 1.4, 4, -4, 0, -9
> C[C@H](CO)N1C[C@H](C)[C@@H](CN(C)Cc2ccc(-c3ccccc3)cc2)Oc2c(NS(=O)(=O)c3ccccc3)cccc2C1=O
  -8, 1, -1.4, -0.8, 62*, 0.8, -5, -12, 2, 1
> Cc1ccccc1OCc1nnc(SCC(=O)Nc2ccc3c(c2)oc2ccccc23)n1C
  -5, -9, -1.8, -0.5, -2, 0.7, -2, -2, -2, -2
> COCc1c(C(=O)N/N=C(\C)c2ccc(Cl)s2)nnn1-c1nonc1N
  18, -6, -1.1, 0.5, -10, 1.5, -8, -1, 1, -1
> O=C(Nc1ccc(F)cc1)Nc1cccc(Br)c1
  4, 1, -0.7, 0.2, -7, 0.4, 3, -7, -3, -2
> CCOC(=O)C1=C(C)NC(=O)NC1c1ccc(-c2ccc(Cl)cc2)o1 (centres undefined)
  -5, -16, 1.8, -0.5, -6, 0.1, -14, -6, 0, -3
> CCOC(=O)c1sc(NC(=O)Nc2ccccc2)cc1C
  0, 1, 4.0, 11*, -2, 1.9, 11, -4, -1, 7
> COc1ccccc1CC(=O)Nc1cccc2ccccc12
  1, -1, 0.6, 1.5, -10, 1.0, -5, -3, 4, -5
> CC1(C(=O)Nc2cccc3ncccc23)CCN1C(=O)CCc1ccccc1 (centres undefined)
  5, -12, -1.5, -0.2, x, 0.2, -8, -3, -1, -2
> c1cc(CNc2ccc(N3CCOCC3)cc2)ccn1
  -12, -2, 0.7, -0.7, -5, 1.2, 6, -1, -3, -5
> CCC(=O)Nc1nc(-c2ccc3c(c2)CC(C)N3S(C)(=O)=O)cs1 (centres undefined)
  -5, 10, 2.1, 0.9, -7, -0.2, -7, -2, -2, -1
> COc1ccc2nc(NC(=O)CCN3C(=S)NC(C)(C)CC3C)sc2c1 (centres undefined)
  5, 2, -0.9, -0.5, -4, -0.2, -18, -5, -3, 3

# A section taken from the entries so far, for reference:
# Results follow in this order: DNMT1 inh, NRP1-CendR mod, LMPTP block, TbMetRS inhib, Scp1 inh, MsrA inh, eLon inh, MsrA act, STEP inh, SUMO1 PPI mod
> CCOC(=O)C1=C(C)NC(=O)NC1c1ccc(-c2ccc(Cl)cc2)o1 (centres undefined)
  -5, -16, 1.8, -0.5, -6, 0.1, -14, -6, 0, -3
> CCOC(=O)c1sc(NC(=O)Nc2ccccc2)cc1C
  0, 1, 4.0, 11*, -2, 1.9, 11, -4, -1, 7

# Screening data: PubChem BioAssay, several laboratories
